CRFBP-R2 block – antagonists of CRF-BP/CRF-R2 complex, primary screen, cell-based, HEK293, calcium dye fluorescence, uHTS | CRF-induced calcium fluorescence | inhibition, % at 11.8 µM | 350,000 tested, 0.59% active | AID 588475, 2011;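 active means inhibition of the ligand-induced calcium signal above about 50% at the single tested concentration, limit read from the data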
CRFBP-R2 agonist – agonists of CRF-BP/CRF-R2 complex, primary screen, cell-based, HEK293, calcium dye fluorescence, uHTS; CRF-binding protein / CRF receptor 2 complex (human); calcium dye fluorescence (FLIPR); percent of saturating CRF peptide response; activation, % at 13.2 µM; 350,000 tested, 0.46% active;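 active means activation of at least 50%, plus an integration ratio under a set limit after plate pattern correction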;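 further: plate controls were neutral control wells without compound for no effect and CRF at EC100 for full effect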
pCIP destab – p/CIP-EGFP fusion destabilizers, primary screen, fluorescence, F442A cells | decrease of EGFP signal, % at 10 µM | 290,000 tested, 0.01% active | AID 1984, 2009 | 16 h | Q05BA5;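 active means EGFP signal decrease of at least 30% at 10 µM or well 3 SD below plate mean, unless failing retest; inactive means the rest, including hits failing retest or dose response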; further: some compounds called inactive have numbers as strong as hits; many of its hits are not listed in these tables
MEKK3 PB1 HTS – modulators of MEKK3-MEK5 PB1 binding, primary screen, biochemical, wildtype MEKK3, multiplex bead flow cytometry, Alexa488-MEK5; Mitogen-activated protein kinase kinase kinase 3 (Homo sapiens), Q99759; bead-based flow cytometry, Alexa488-MEK5 binding to MEKK3; actives lie on both sides; 0 = blocked by unlabeled MEK5, 100 = vehicle; binding response (% of control), % at 10 µM; 290,000 tested, 1.4% active; AID 1529, 2009;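 active means binding response more than 3 SD above or below the average of its plate-row segment, actives on both sides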;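 further: Alexa488 bead fluorescence after subtracting the streptavidin-only scavenger bead signal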
GalR3 antagonist – GalR3 antagonists in HEK293 cells, primary screen, cell-based, fluorescence readout. Galanin receptor type 3 (Homo sapiens), O60755. HEK293 GalR3-CNG cAMP membrane potential fluorescence; galR3 body fused to GalR1 C-terminus. inhibition, % at 3 µM. 360,000 tested, 0.44% active;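 active means inhibition above the screen-wide average plus 3 SD, cut at about 13% in these data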;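 further: forskolin and galanin both at EC90 stimulate the cells; cAMP rise reported by CNG channel membrane potential dye signal; 0% = forskolin plus galanin with DMSO and 100% = forskolin alone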
IDE cell activ – human IDE activators in live cells, primary screen, fluorescence polarization, HEK cells, FAbeta-B substrate; Insulin-degrading enzyme (Homo sapiens), P14735; 340,000 tested, 0.073% active; activation, % at 5.96 µM; FAbeta-B cleavage; 0% vehicle, 100% cell-free pure enzyme wells;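 active means activation above the mean of all tested compounds plus 3 SD, set per screening campaign, cut at about 17% in these data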
Target sequence (P14735 whole entry, looked up): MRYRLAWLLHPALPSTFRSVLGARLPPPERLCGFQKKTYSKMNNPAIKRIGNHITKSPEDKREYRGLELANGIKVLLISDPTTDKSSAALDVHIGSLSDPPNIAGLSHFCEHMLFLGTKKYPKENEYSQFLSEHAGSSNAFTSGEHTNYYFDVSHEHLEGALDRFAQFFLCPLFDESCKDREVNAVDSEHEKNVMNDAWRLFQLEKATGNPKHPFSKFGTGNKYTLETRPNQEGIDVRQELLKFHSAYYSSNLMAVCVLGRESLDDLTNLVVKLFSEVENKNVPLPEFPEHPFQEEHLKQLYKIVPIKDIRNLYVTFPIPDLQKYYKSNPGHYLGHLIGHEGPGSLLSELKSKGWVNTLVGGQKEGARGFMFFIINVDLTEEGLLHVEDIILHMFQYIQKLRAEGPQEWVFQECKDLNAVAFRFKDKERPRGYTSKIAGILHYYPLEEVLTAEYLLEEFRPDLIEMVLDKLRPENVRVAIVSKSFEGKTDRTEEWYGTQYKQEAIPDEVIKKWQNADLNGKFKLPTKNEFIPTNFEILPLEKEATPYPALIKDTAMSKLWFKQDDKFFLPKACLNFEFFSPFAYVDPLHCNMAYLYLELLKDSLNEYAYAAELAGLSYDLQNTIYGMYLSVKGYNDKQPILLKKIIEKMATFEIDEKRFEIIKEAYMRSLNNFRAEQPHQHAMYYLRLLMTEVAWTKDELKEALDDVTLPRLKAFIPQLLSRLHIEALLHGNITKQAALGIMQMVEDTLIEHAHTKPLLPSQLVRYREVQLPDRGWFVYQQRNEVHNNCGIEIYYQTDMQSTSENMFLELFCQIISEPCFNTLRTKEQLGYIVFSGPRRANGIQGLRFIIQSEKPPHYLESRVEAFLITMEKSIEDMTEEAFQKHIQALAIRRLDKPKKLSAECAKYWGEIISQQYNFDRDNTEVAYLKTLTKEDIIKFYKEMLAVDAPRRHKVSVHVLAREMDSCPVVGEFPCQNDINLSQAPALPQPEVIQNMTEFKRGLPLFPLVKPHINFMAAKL
PHOSPHO1 inh – PubChem AID 1565. Phosphoethanolamine/phosphocholine phosphatase (Homo sapiens), Q8TCT1. recombinant PHOSPHO1, absorbance phosphatase assay. inhibition, % at 13.3 µM. 290,000 tested, 1.1% active; in the data active means inhibition above about 60%
CHRM4 PAM – human M4 muscarinic receptor positive allosteric modulators, primary screen, CHO-K1 cells, Fluo-8 calcium fluorescence; 360,000 tested, 0.4% active; activation, % at 3 µM; CHO-K1 hM4/Gqi5, ACh EC20; 0% = ACh EC20, 100% = maximal ACh; Muscarinic acetylcholine receptor M4 (Homo sapiens), P08173;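 active means activation above its plate's cutoff, the mean activation of sample wells plus 3 SD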; further: some results filed as inactive read as strong as hits
IDE cell inh – human IDE inhibitors in live cells, primary screen, fluorescence polarization, HEK cells, FAbetaB substrate; Insulin-degrading enzyme (Homo sapiens), P14735; FAbetaB cleavage; inhibition, % at 5.59 µM; 320,000 tested, 0.41% active;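 active means percent inhibition above the average of all tested compounds plus 3 SD, set per screening campaign, cut at about 16% in these data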;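 further: IDE supplied by intact live HEK cells; FP after avidin binding of uncleaved biotin substrate so inhibition keeps polarization high; 0% = DMSO wells and 100% = 60 µM reference IDE inhibitor Ii1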
The depositor's hits bear a star; / = no result given; [ ] = dose if it differs, or a comment.

SMILES	CRFBP-R2 block	CRFBP-R2 agonist	pCIP destab	MEKK3 PB1 HTS	GalR3 antagonist	IDE cell activ	PHOSPHO1 inh	CHRM4 PAM	IDE cell inh
Nc1[nH]c(=O)[nH]c(=O)c1N=Nc1ccccc1Cl	1.7	1.0	-15.4	102.0	-6.3	7.6	46.9	4.1	2.1
COC(=O)C1(S(=O)(=O)c2cccc3nsnc23)CC1	0.9	1.1	-3.6	102.0	-3.5	-0.9	19.4	-1.9	0.7
O=S(=O)(NCC(c1ccco1)N1CCOCC1)c1ccc(Cl)cc1 (configuration not stated)	5.4	-1.4	-14.4	98.0	2.0	1.7	-16.3	4.5	8.0
O=C(COC(=O)/C=C/c1ccccc1)NC1CCCCCC1	-5.3	0.8	/	/	-1.8	3.2	/	-6.2	/
COc1ccc(S(=O)(=O)NC(N)=NCCc2ccc(OC)c(OC)c2)cc1	/	/	8.2	93.0	-7.6	/	36.2	/	6.5
Cc1cc(NC(=O)NCc2ccccc2)c(=O)n(Cc2ccccc2F)c1	-4.0	0.0	-9.6	110.0	-3.6	2.6	29.5	1.8	-3.6
COCCNc1nc(C(C)(C)C)nc2c1nnn2Cc1ccccc1Cl	-52.2	7.5	4.5	101.0	-5.8	8.2	13.8	-10.0	2.8
CC(=O)Nc1ccc(-c2csc(NC(=O)C3CSC4(C)CCC(=O)N34)n2)cc1 (configuration not stated)	2.3	0.8	/	/	-1.1	-2.0	/	5.4	0.0
Fc1ccc(COc2ccccc2-c2ccnc3ncnn23)cc1	9.2	2.4	-13.3	105.0	-4.2	-2.2	38.5	4.6	2.6
COc1ccc(N2C(=O)NC(NC(=O)c3cccnc3)(C(F)(F)F)C2=O)cc1 (configuration not stated)	9.9	0.0	-7.6	102.0	-6.5	5.2	24.7	4.7	6.9

Single entries from the list:
Value of CC(=O)Nc1ccc(-c2csc(NC(=O)C3CSC4(C)CCC(=O)N34)n2)cc1 (configuration not stated) in IDE cell inh: 0.0
Value of COc1ccc(S(=O)(=O)NC(N)=NCCc2ccc(OC)c(OC)c2)cc1 in PHOSPHO1 inh: 36.2
Value of COC(=O)C1(S(=O)(=O)c2cccc3nsnc23)CC1 in CHRM4 PAM: -1.9

Next results follow.
SMILES	CRFBP-R2 block	CRFBP-R2 agonist	pCIP destab	MEKK3 PB1 HTS	GalR3 antagonist	IDE cell activ	PHOSPHO1 inh	CHRM4 PAM	IDE cell inh
COc1ccccc1C1CCN(Cc2ccc(C)cc2)CC1	-17.3	0.5	5.7	103.0	-11.8	2.2	35.6	3.0	1.9
O=S(=O)(NCc1ccccc1)c1ccc(Cl)cc1	21.2	-0.8	3.7	101.0	-1.1	3.6	-0.5	-6.1	-4.7
CCOc1ccc(S(=O)(=O)N2CCOCC2)cc1NC(=O)CCOc1ccc(C(C)(C)C)cc1	-4.6	1.2	/	/	-5.1	4.2	/	9.1	/
CCN(CC)C(=O)CSc1nc2cc(S(=O)(=O)N3CCOCC3)ccc2n1CC	-4.0	-1.0	-11.8	101.0	-1.5	2.3	27.0	4.1	-0.3
CCCCN(CCCC)Cc1ccc(N)cc1	-1.4	1.2	-5.0	97.0	-6.1	5.1	10.4	3.9	-2.0
CCc1ccc(OCc2nnc(SCC(=O)N3CCOCC3)o2)cc1	1.1	-1.2	-4.1	96.0	-6.8	1.8	36.6	-0.8	3.8
COc1ccccc1CN(C)C(=O)COC(=O)c1c(C)noc1C	2.7	-0.3	/	/	-1.4	3.6	/	-3.5	4.9
Cc1ccc(Cc2cnc(N3C(=N)SC(c4ccccc4)C3=O)s2)cc1 (configuration not stated)	-13.5	-1.2	8.1	98.0	1.2	1.5	-13.9	-9.6	3.1
O=c1cc(-c2ccccc2)nc2nc(CCc3ccccc3)[nH]n12	9.7	-0.9	3.2	104.0	3.1	-1.7	32.2	8.9	2.9
CN(CCO)c1cc(N2CCC3(CC2)OCCO3)c2nonc2c1[N+](=O)[O-]	-9.0	-2.4	-3.9	74.0*[inhibitor]	-1.3	3.5	2.5	-3.4	-5.8
CCCOc1ccc(Cc2c(O)nc(SC)[nH]c2=O)cc1C	2.0	-1.9	6.3	104.0	-4.3	5.9	49.6	7.0	-3.0
O=C(COC(=O)COc1ccc(Cl)cc1)NC1CCCCC1	15.6	-1.5	-1.2	98.0	0.9	-0.6	33.0	-4.6	7.7
OC(CC(O)c1ccccc1)c1ccccc1 (configuration not stated)	-6.1	0.1	/	/	0.5	3.1	/	2.9	/
O=C(CCCOc1ccccc1)Nc1nnc(C2CCCO2)s1 (configuration not stated)	-6.3	0.2	-1.1	97.0	-2.3	0.2	6.6	10.5	4.4
COc1ccc(S(=O)(=O)N2CCC(C(N)=O)CC2)cc1	7.6	-0.6	/	105.0	1.7	6.6	/	7.9	-11.2
CN(Cc1ccccc1F)C(=O)CCCNC(=O)c1ccc(Cl)cc1	1.3	1.1	-2.5	101.0	-6.9	0.8	46.3	-4.0	-2.7
C=CCNC(=S)Nc1ccc(F)cc1F	-4.0	0.8	-7.5	98.0	-2.6	3.7	-2.4	4.1	4.5
Cc1cnc(C(=O)Nc2ccc(-n3cnnn3)cc2)cn1	-1.9	-1.2	-0.4	102.0	0.0	4.9	3.7	0.9	0.6
Cc1ccc2nc(C3CCCN(C(=O)NCc4ccccc4)C3)[nH]c2c1 (configuration not stated)	-0.5	-2.6	2.1	108.0	-2.6	2.0	11.6	-7.5	1.4
COC(=O)C(C(=O)Nc1cccc(Cl)c1C)C1CCCC1 (configuration not stated)	-1.4	-1.6	-6.5	102.0	-3.5	-4.6	3.5	-1.3	-3.5
Cc1csc(NC(=O)CCS(=O)(=O)c2ccc(Br)cc2)n1	1.7	1.8	3.0	104.0	-1.9	-4.1	5.5	-5.2	1.9
COc1cc(C2CC(=O)NC(SCC(=O)Nc3ccccc3C)=C2C#N)ccc1O (configuration not stated)	-2.5	16.6	-1.1	79.0	-0.7	4.9	4.6	-6.8	-1.7
Cc1cc(C)c(C#N)c(SCC(=O)NC2CC2)n1	2.5	0.1	1.3	100.0	-3.8	0.9	29.0	-4.1	-5.7
Cc1ccc(CSCC(=O)Nc2ccccc2F)cc1	32.5	-7.1	-0.7	101.0	-2.5	2.6	-11.0	-1.6	-3.7
COc1ccc([C@@]2(C(C)C)ON(c3ccccc3C(F)(F)F)C2=O)cc1	-2.5	0.0	/	/	-3.5	4.2	/	16.3	3.9
O=C1c2cccc3c([N+](=O)[O-])ccc(c23)C(=O)N1O	-5.6	11.1	-66.3	92.0	5.9	2.1	2.0	-2.9	-2.2
CCCCNC(=O)C1CCC(=O)N1CCc1ccccc1 (configuration not stated)	-5.0	-1.0	-3.5	106.0	-13.6	6.2	33.0	5.2	-0.2
O=C(CCCSc1nc2ccccc2[nH]1)Nc1nnc(-c2ccccc2)o1	-3.2	-1.8	-15.1	102.0	-4.3	-6.2	50.1	0.5	-3.6
COCCNC(=O)C(c1ccc(F)cc1)N(CCOC)C(=O)CCC(=O)Nc1ccccn1 (configuration not stated)	13.3	-1.4	-9.7	99.0	-4.6	2.4	18.4	5.3	-0.3
Cc1nc(CN(C)C(=O)c2cc(COc3c(F)cccc3F)on2)cs1	-8.8	-3.1	-25.6	98.0	-2.2	-1.2	23.0	-0.4	-0.9
COc1cccc(-n2c(O)c(C=NCc3ccccn3)c3ccccc3c2=O)c1	-10.0	2.6	-3.4	101.0	-3.2	8.3	21.9	-9.6	9.6
COCCCN(C(=S)NC(=O)c1ccc(Br)cc1)c1c(N)n(Cc2ccccc2)c(=O)[nH]c1=O	7.7	-2.3	-14.4	101.0	-2.1	1.1	43.1	1.8	0.3
CN(C(=O)c1ccncc1)C1CCCCC1	5.0	-1.2	18.0	99.0	-5.2	7.8	-33.5	-0.2	0.7
CCOC(=O)c1c(C)n(-c2ccc(F)cc2)c2ccc(O)cc12	22.0	-8.2	-3.6	104.0	/	2.7	24.1	0.1	-2.5
O=C(c1nc2n(n1)C(c1ccc(Cl)cc1)C=C(c1ccccc1)N2)N1CCOCC1 (configuration not stated)	-7.2	97.0*	-1.6	/	-4.0	-2.2	16.6	-4.7	-0.2
C/C(=N/Nc1ccnc2cc(Cl)ccc12)c1ccc(N)cc1	-11.7	0.1	/	/	0.5	-8.8	/	8.6	10.9
Cc1ccc(C(N)=O)cc1S(=O)(=O)Nc1cccc(C)c1C	-9.1	-0.1	-1.8	100.0	2.5	1.4	5.5	0.9	0.5
O=C(Nc1cccc(F)c1)NC1(C(=O)N2CCN3CCCC3C2)CCCCC1 (configuration not stated)	-0.4	0.0	-9.2	99.0	-5.9	5.5	10.4	11.7	0.9
O=C(CCc1nnc2ccc(NCc3ccccc3)nn12)NCC1CCN(C2CCCC2)C1 (configuration not stated)	-4.2	-0.3	-5.9	101.0	-6.7	-2.3	32.9	-8.4	-3.3
Cc1cc(OCC(=O)OC(C)C(=O)NC2CC2)c(C(C)C)cc1Cl (configuration not stated)	16.9	-0.7	/	/	-8.0	/	/	-1.8	/
O=[N+]([O-])c1ccc(-c2nnc(-c3ccccc3)c(N3CCOCC3)n2)cc1	36.3	0.5	-8.1	106.0	-1.6	-1.9	14.3	1.2	7.2
Cc1c(O)c(=O)c2ccccc2n1C	-3.3	0.1	-5.6	101.0	0.4	0.1	-8.6	10.4	0.7
Cc1csc(NC(=O)CCC(=O)N(CC(=O)NC2CCCC2)Cc2ccccc2)n1	6.1	-0.5	6.5	102.0	-10.4	4.1	16.0	-0.2	2.0
Brc1cc(/C=N/n2cnnc2)oc1Br	-2.4	1.0	-8.8	100.0	2.6	-1.6	31.7	10.3	5.5
Cc1cccc2cc(CN(CC3CCCO3)C(=O)c3ccco3)c3nnnn3c12 (configuration not stated)	/	/	3.6	116.0	/	/	-3.4	/	7.5
CCN(CC)C(=O)CN1C(=O)C2(NC(=O)c3ccccc3N2)c2ccccc21 (configuration not stated)	21.4	0.2	-2.8	101.0	3.6	-0.2	43.7	-6.1	4.1
O=c1c2ccccc2nnn1-c1ccccc1[N+](=O)[O-]	0.4	-1.2	/	/	0.1	/	/	1.2	/
Cc1cc(C(=O)NC2CCCc3ccccc32)no1 (configuration not stated)	-9.0	0.3	-4.3	108.0	-5.6	3.9	11.3	0.1	7.7
CCc1ccc(NC(=O)CNC(=O)[C@@H]2Cc3ccccc3CN2)cc1	-8.7	-0.8	-4.0	103.0	-0.6	3.0	33.2	2.0	-1.8

Grouped by structure: the compounds so far containing a tert-butyl group
SMILES	CRFBP-R2 block	CRFBP-R2 agonist	pCIP destab	MEKK3 PB1 HTS	GalR3 antagonist	IDE cell activ	PHOSPHO1 inh	CHRM4 PAM	IDE cell inh
COCCNc1nc(C(C)(C)C)nc2c1nnn2Cc1ccccc1Cl	-52.2	7.5	4.5	101.0	-5.8	8.2	13.8	-10.0	2.8
CCOc1ccc(S(=O)(=O)N2CCOCC2)cc1NC(=O)CCOc1ccc(C(C)(C)C)cc1	-4.6	1.2	/	/	-5.1	4.2	/	9.1	/
